MCF10A rereplic: induces DNA re-replication in MCF 10a normal breast cells. 2.9% of 350,000 active. Potency, µM (doses to about 46.1 µM), for the others: top-dose activity, positive = re-replication, actives largely listed as activators. MCF 10A DNA re-replication, Hoechst nuclear intensity, 48 h; note: potency is the fitted concentration of half-maximal effect; % of control where 0% means no effect; nearly all actives have a fitted effect of over 50% in size
HT1080 IDH1KD tx: toxicity to HT-1080 IDH1 knockdown cells (counter line); HT-1080 IDH1 knockdown viability, ATP luminescence, 48 h; Potency, µM (titrated, usually from 46.1 µM), inactives show at the highest dose activity, negative = toxicity, most hits filed as cytotoxic; 2% of 360,000 active; AID 686971;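 note: potency is the fitted concentration of half-maximal effect; 0% = DMSO wells and -100% = cell-free medium wells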
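Viability of IDH1-knockdown HT-1080 fibrosarcoma cells was assessed by CellTiter-Glo after 48 h at 37 °C with titrated compound; concentration-effect curves were classified by fit quality and response size.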
IL1B secr inh: blocks inflammasome-driven IL-1 beta release; 4.7% of 360,000 active; AID 743279; THP-1 LPS/ATP IL-1B secretion, AlphaLISA, 16 h; stronger effect = lower value; activity change, % at 57.5 µM; in the data active = activity change below about -50%; inconclusive = mostly about -30% to -49%; note: % is set by controls: 0 for no effect and ±100 for the full control effect
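Secreted IL-1B measured by AlphaLISA bead assay after 16 h compound exposure of THP-1 cells; compounds (final up to 57.5 uM) added 1 h before LPS (250 ng/mL) and ATP (1.25 mM) stimulation; lower signal means less secretion.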
KB-3-1 cytotox: kills parental KB-3-1 adenocarcinoma cells | KB-3-1 viability, CellTiter-Glo ATP luminescence, 72 h | Potency, µM (series often up to 46.1 µM), for the others: at the highest dose activity change, negative = cytotoxic, hits mostly cytotoxic | 1.4% of 400,000 active | AID 1347075; note: potency is the fitted concentration of half-maximal effect; % is set by controls: 0 for no effect and ±100 for the full control effect; nearly all actives have a fitted effect of over 60% in size
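Cytotoxicity measured as CellTiter-Glo luminescence after 72 h at 37 C. Compound titrations were pinned onto drug-naive KB-3-1 parental adenocarcinoma cells grown in DMEM with 10% FBS, and normalized data fitted to concentration-response curves.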
KB-V1 cytotox: kills drug-selected multidrug resistant KB-V1 cells | KB-V1 MDR cells viability, CellTiter-Glo, 72 h | Potency, µM (top dose mostly 46.1 µM), for inactives: at the highest dose activity change, negative = cytotoxicity, most hits filed as cytotoxic | 3.4% of 400,000 active | AID 1347076; note: potency is the fitted concentration of half-maximal effect; % is set by controls: 0 for no effect and ±100 for the full control effect; nearly all actives have a fitted effect of over 60% in size
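KB-V1 cells (P-gp-expressing MDR subline of KB-3-1) in phenol-red-free DMEM with 10% FBS were exposed to library compounds over a concentration series for 72 h at 37 degrees C. Viability read by CellTiter-Glo luminescence; concentration-effect curves fitted after normalization.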
ATXN2 expr inh: inhibitors of ATXN2 expression; HEK-293 ATXN2-luciferase reporter, luminescence, 24 h; Potency, µM (series often up to 57 µM), for inactives: at the top dose activity change, negative = inhibition, actives largely listed as inhibitors; 0.72% of 360,000 active; note: potency is the fitted concentration of half-maximal effect; % is set by controls: 0 for no effect and ±100 for the full control effect; nearly all actives have a fitted effect of over 55% in size
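qHTS (up to 57 uM final) was run with 24 h compound exposure of reporter cells at 37 °C. Each well was multiplexed: SteadyGlo luminescence measured ATXN2-luciferase expression after a fluorogenic Gly-Phe-AFC viability readout (25 uM final).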
WRN helicase inh: inhibitors of human WRN helicase; Q14191; WRN helicase unwinding, fluorescent forked duplex, kinetic; Potency, µM (titrated, usually from 114 µM), for the others: top-dose activity change, negative = inhibition, most hits filed as inhibitors; 0.46% of 360,000 active; note: potency is the fitted concentration of half-maximal effect; % is set by controls: 0 for no effect and ±100 for the full control effect; nearly all actives have a fitted effect of over 55% in size
Target sequence (Q14191 whole entry, looked up): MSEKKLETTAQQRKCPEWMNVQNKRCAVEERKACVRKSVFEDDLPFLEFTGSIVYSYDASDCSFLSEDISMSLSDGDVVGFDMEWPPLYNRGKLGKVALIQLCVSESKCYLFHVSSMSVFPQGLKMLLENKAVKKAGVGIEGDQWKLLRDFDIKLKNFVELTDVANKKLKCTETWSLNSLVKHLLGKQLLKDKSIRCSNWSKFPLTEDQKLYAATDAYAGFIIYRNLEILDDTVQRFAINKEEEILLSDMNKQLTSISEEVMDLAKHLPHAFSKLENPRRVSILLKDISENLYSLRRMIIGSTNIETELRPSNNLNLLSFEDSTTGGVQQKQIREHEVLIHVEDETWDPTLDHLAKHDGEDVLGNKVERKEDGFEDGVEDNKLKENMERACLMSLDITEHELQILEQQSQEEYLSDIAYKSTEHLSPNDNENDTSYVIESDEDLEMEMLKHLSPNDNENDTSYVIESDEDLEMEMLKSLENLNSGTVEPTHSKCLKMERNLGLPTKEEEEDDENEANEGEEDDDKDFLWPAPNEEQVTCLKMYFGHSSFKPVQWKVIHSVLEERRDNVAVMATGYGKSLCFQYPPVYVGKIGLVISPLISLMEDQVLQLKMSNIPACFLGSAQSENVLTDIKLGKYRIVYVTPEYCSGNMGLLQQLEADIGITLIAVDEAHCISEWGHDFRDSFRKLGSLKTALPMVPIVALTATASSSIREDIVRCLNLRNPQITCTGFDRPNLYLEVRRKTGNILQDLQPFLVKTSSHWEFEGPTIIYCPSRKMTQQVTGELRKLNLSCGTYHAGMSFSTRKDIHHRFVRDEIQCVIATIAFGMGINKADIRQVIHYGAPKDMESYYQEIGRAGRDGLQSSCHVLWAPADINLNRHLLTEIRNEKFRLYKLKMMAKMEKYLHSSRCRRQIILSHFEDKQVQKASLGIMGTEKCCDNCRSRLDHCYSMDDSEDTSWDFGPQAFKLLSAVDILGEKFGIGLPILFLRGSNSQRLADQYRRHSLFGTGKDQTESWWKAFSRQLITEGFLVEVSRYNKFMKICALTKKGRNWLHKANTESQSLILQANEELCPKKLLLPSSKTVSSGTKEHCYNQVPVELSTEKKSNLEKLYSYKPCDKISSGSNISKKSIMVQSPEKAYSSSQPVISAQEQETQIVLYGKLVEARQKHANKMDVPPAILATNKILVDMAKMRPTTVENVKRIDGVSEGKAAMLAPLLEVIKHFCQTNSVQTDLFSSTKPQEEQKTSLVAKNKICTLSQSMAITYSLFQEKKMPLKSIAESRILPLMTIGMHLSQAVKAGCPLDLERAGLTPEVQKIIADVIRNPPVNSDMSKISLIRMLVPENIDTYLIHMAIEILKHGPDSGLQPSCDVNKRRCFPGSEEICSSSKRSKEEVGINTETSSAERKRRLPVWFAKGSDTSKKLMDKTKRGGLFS
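Fluorescence dequenching readout, ex 525 nm/em 598 nm, kinetic mode: forked duplex DNA (100 nM final) with adjacent fluorophore and quencher unwound by WRN (20 nM final) with 2 mM ATP. Compound preincubation 15 min, room temperature.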
HT1080-NT tox: kills 2HG-producing HT-1080-NT fibrosarcoma cells | AID 686970 | 1.6% of 360,000 active | Potency, µM (titrated, usually from 46.1 µM), without a hit: at the highest dose activity, negative = less viability, most hits filed as cytotoxic | HT-1080-NT fibrosarcoma viability, CellTiter-Glo ATP luminescence, 48 h;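 note: NT is the 2HG producing partner of a matched IDH1 knockdown line; potency is the fitted concentration of half-maximal effect; 0% = DMSO-treated cells and -100% = media-only wells without cells; nearly all actives have a fitted effect of over 55% in size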
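Fibrosarcoma NT cells, 750 per well in 5% FBS RPMI, were exposed to compound for 48 hours. Viability: CellTiter-Glo luminescence.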
SW480 rerep: induces DNA re-replication in SW480 colon adenocarcinoma cells | SW480 DNA re-replication, Hoechst DNA content imaging, 48 h | Potency, µM (highest dose often 46.1 µM), without a hit: at the highest dose re-replication activation, usual class: activators | 1.8% of 340,000 active; note: potency is the fitted concentration of half-maximal effect; % of control where 0% means no effect; nearly all actives have a fitted effect of over 55% in size
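Treated cells incubate 48 hr (37 C, 5% CO2), are stained 40 min with Hoechst, and nuclear fluorescence is enumerated; a rise in nuclei with high DNA signal marks re-replication.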
* = called active by the depositor; ? = inconclusive; / = not tested or not shown; & = joins results of further samples; [ ] = dose if it differs, or a comment. Unless noted, calls come from the whole dose curve; as a rule, active = well fitted curve in the direction sought with a large enough effect; inconclusive = small, poorly fitted or top-dose-only effect, or another doubt; inactive = no such curve, though single readings can be large; an effect the other way counts as inactive or inconclusive.

SMILES	MCF10A rereplic	HT1080 IDH1KD tx	IL1B secr inh	KB-3-1 cytotox	KB-V1 cytotox	ATXN2 expr inh	WRN helicase inh	HT1080-NT tox	SW480 rerep
CC(C)C(C)NC(=O)CSc1nc2scc(-c3ccco3)c2c(=O)n1-c1ccccc1 (stereo not drawn)	13%	4%[9.24 µM]	-21	8%	?	-2%	-10%	-3%	-5%
C[C@H]1CCC[C@@]2(O[C@@H](CCO)C[C@@H](O)[C@@H]2O)O1	-12%	10%	23	13%	13%	4%	-1%	6%	-4%
O=C(O)C1CCC(=O)N1C1CCCC1 (stereo not drawn)	-1%	-2%[9.24 µM]	-7	3%	-5%	6%	10%	17%	-8%
CC1(C2CC2)NC(=O)N(CC(=O)N2CCN(c3cccc(C(F)(F)F)c3)CC2)C1=O (stereo not drawn)	3%	1%	-3	-10%	2%	-20%	-23%	-2%	2%
COc1ccc(N/C=C(\C=C\C#N)S(=O)(=O)c2ccccc2)cc1	3.7µM*	-2%	-2	1%	0%	/	7%	1%	?
Cc1cccc(C(=O)NNC2=C(C(=O)C(F)(F)F)CCC2)c1O	?	21µM*	97	?	0%	?	-33%	21µM*	?
Cc1cccn2cc(CCNS(=O)(=O)c3ccc([N+](=O)[O-])cc3)nc12	-1%	-3%	21	6%	11%	-9%	-7%	-2%	1%
CC1CC(c2ccccc2)=Nc2ccccc2N1 (stereo not drawn)	10%	10%	13	-15%	-20%	23%	-1%	-6%	-4%
Brc1c(CSc2nc3ccccc3o2)nc2ncccn12	-5%	3%	9	0%	-7%	31%	-1%	4%	-13%
Cc1nc2c(n1C1CCCCC1)C(=O)c1ccccc1C2=O	?	-5%	17	15%	?	-10%	-8%	-1%	-3%
Cc1ccc(C(=O)N(Cc2nc3ccccc3c(=O)[nH]2)C2CCCC2)cc1	-5%	?	-22	-23%	?	-30%	1%	-9%	-9%
Cc1c(N)cccc1[N+](=O)[O-]	18%	-2%	11	0%	1%	-2%	7%	0%	-26%
Cc1cccc(C(=O)Oc2cccc3c(O)cccc23)c1	-44%[inhibitor][9.22 µM]	-4%	12	3%	?	2%	2%	-10%	5%
COc1ccc(N2CCCC2=N)c(OC)c1	0%	-1%	-7	-2%	18%	/	6%	-14%	-10%
Nc1nc2c(ncn2COCCO)c(=O)[nH]1	-26%	-13%	15	-1%&17%	?	-3%&-15%&-1%	-3%	-4%	-5%
CCOc1ccc(-n2ccnc2SCC(=O)N2CCCc3ccccc32)cc1	-4%	-5%	?	-5%	12µM*	-12%	0%	-5%	-1%
COC(=O)CCCC(=O)NC(C)c1cnn(-c2ccccc2C)c1C (stereo not drawn)	2%	10%	33	6%	6%	19%	11%	21%	-6%
CCCOc1nc2c(c(=O)n(C)c(=O)n2C)n1C	-5%	10%	2	0%	-2%	2%	3%	17%	-3%
CCN1CCN(C(=O)c2c(-c3c(F)cccc3Cl)noc2C)CC1	-9%	-4%	27	12%	-8%	3%	11%	-1%	2%
COCCNS(=O)(=O)c1ccc(-c2ccc(Cl)cc2)cc1	1%	-5%	17	-6%	-19%	-4%	5%	1%	-1%
O=[N+]([O-])c1cccc(/C=N/Nc2nc(N3CCCCC3)nc(N3CCCCC3)n2)c1	1%	4%	50	20%	27%	5%	10%	10%	-4%
CC(C)(C)C(=O)Nc1ccc(F)cc1[N+](=O)[O-]	1%	-2%	3	-1%	3%	/	8%	-2%	-13%
O=C(CSCC(=O)NC1CC1)Nc1ccc2ccccc2c1	0%	8%	10	-8%	-7%	-9%	-2%	10%	-54%[inhibitor]
Cc1ccc(-n2cc(CNCCn3nc(C)cc3C)c(-c3ccc(F)cc3)n2)cc1	?	?	-91*	-1%	-6%	?	-4%	21µM*	18µM*
C/C(=N\NC(=O)CNC(=O)c1ccc(F)cc1)c1ccco1	0%	6%	14	1%	?	/	-2%	3%	-1%
COc1cccc(NC(=O)CN2C(=O)NC3(CCCc4ccccc43)C2=O)c1 (stereo not drawn)	-1%	3%	-10	-6%	-5%	9%	-2%	-2%	-17%
CC(C)CCn1c(=O)c2sccc2n2c(CCCC(=O)N3CCC(N4CCCCC4)CC3)nnc12	?	0%	-5	-1%	?	/	3%	0%	25%
CCOC(=O)N1CCC(N2C(=O)c3cc(C(=O)NC4CCCCC4)ccc3C2O)CC1 (stereo not drawn)	-10%	2%	19	3%	-2%	0%	-1%	0%	-2%
COc1cc(OC)c(C(=O)/C=C/c2ccc(OCc3ccccc3)c(OC)c2)c(OC)c1	18%	?	-90*	?	?	?	-1%	?	?
CCOc1cccc(CN2CCC(n3nccc3NC(=O)C3CC3)CC2)c1O	10%	17%	12	10%	-3%	-9%	-3%	12%	1%
Cc1cccc(OCc2ccccc2)n1	0%	7%	-6	3%	17%	1%	-2%	1%	-5%
COc1ccc(NCc2nnc(-c3ccccc3)o2)cc1	-5%	4%	-3	-1%	-8%	/	5%	-16%	-2%
CCOC(=O)C1=C(CC)Nc2ccccc2N/C1=N\S(=O)(=O)c1cccc(C(C)=O)c1	0%	1%	60	-3%	-28%	/	-1%	7%	0%
COc1cc(CNC2CCCC2)cc(OC)c1	17%	5%	-5	-16%	-16%	-4%	0%	0%	-11%
C=CCOC(=O)N1CCC2CC1c1cc(-c3ccc(OC)cc3)ccc12 (stereo not drawn)	?	-11%	53	-17%	?	-2%	-10%	0%	?
Cc1ccc(CNc2ncc(-c3ccccc3)n2C)o1	-2%	0%	-7	4%	?	/	2%	5%	-134%[inhibitor]
COCCn1c(C23CC4CC(CC(C4)C2)C3)n[nH]c1=S	-6%	-1%	7	-7%	?	5%	5%[57.1 µM]	-1%	-7%
O=C(COC(=O)Cc1ccc(F)cc1)Nc1cc(S(=O)(=O)N2CCOCC2)ccc1N1CCCC1	4%	18%	7	3%	0%	4%	-2%	16%	2%
COc1ccccc1CNC(=O)c1ccccc1OCc1ccc(F)cc1	?	2%	14	-11%	?	-4%	-2%	3%	-3%
COc1ccc(N2C(=O)CC(Sc3nc4c(cc3C#N)CCC4)C2=O)cc1 (stereo not drawn)	2%	18%	-14	2%	-4%	36%	9%	?	-133%[inhibitor]
NC(=O)C(c1ccccc1)C1CCCC1 (stereo not drawn)	0%	-1%[9.24 µM]	-6	-10%	-21%	3%	8%	2%	-1%
CCC[C@H]1COCCS(=O)(=O)N1Cc1ccccc1F	30%	6%	23	1%	-14%	1%	-9%	12%	-3%
COc1cccc(-c2cc(C(=O)Nc3ccccc3)c3ccccc3n2)c1	?	9%	22	4%	?	20%	-2%	-1%	6%
COC(=O)c1c(CCl)noc1C(=O)NCC1CCCO1 (stereo not drawn)	-19%	23µM*	90	-4%	-3%	11%	0%	-18%	8%
Cc1ccccc1N(Cc1cc(=O)[nH]c2ccccc12)C(=O)C(C)C	-8%	-8%	5	0%	1%	1%	5%	6%	0%
CC1(C)CC2(CCO1)OC(=O)CC2C(=O)Nc1c(Cl)cccc1Cl (stereo not drawn)	-4%	10%	0	11%	1%	18%	-1%	10%	5%
Cc1ccc(S(=O)(=O)N2C[C@H]3n4c(=O)ccc(=O)n4C[C@H](OC(=O)NCc4ccccc4F)[C@@]3(O)C2)cc1	/	?	-108*	?	1%	?	-7%	-27%	/
C=CCNC(=O)CCCCCNS(=O)(=O)c1ccc(OC)cc1	-6%	-8%	-2	5%	7%	4%	0%	-7%[9.24 µM]	-4%
CC(Sc1nc2ccccc2n1C)C(=O)Nc1ccc(N2CCOCC2)cc1 (stereo not drawn)	0%	-2%	8	-3%	-1%	-18%[11.3 µM]	-4%	-10%	1%

Shown in markdown: part of the list above
| Molecule | MCF10A rereplic | HT1080 IDH1KD tx | IL1B secr inh | KB-3-1 cytotox | KB-V1 cytotox | ATXN2 expr inh | WRN helicase inh | HT1080-NT tox | SW480 rerep |
| --- | --- | --- | --- | --- | --- | --- | --- | --- | --- |
| COc1ccc(N2C(=O)CC(Sc3nc4c(cc3C#N)CCC4)C2=O)cc1 (stereo not drawn) | 2% | 18% | -14 | 2% | -4% | 36% | 9% | ? | -133%[inhibitor] |
| NC(=O)C(c1ccccc1)C1CCCC1 (stereo not drawn) | 0% | -1%[9.24 µM] | -6 | -10% | -21% | 3% | 8% | 2% | -1% |
| CCC[C@H]1COCCS(=O)(=O)N1Cc1ccccc1F | 30% | 6% | 23 | 1% | -14% | 1% | -9% | 12% | -3% |
| COc1cccc(-c2cc(C(=O)Nc3ccccc3)c3ccccc3n2)c1 | ? | 9% | 22 | 4% | ? | 20% | -2% | -1% | 6% |
| COC(=O)c1c(CCl)noc1C(=O)NCC1CCCO1 (stereo not drawn) | -19% | 23µM* | 90 | -4% | -3% | 11% | 0% | -18% | 8% |
| Cc1ccccc1N(Cc1cc(=O)[nH]c2ccccc12)C(=O)C(C)C | -8% | -8% | 5 | 0% | 1% | 1% | 5% | 6% | 0% |
| CC1(C)CC2(CCO1)OC(=O)CC2C(=O)Nc1c(Cl)cccc1Cl (stereo not drawn) | -4% | 10% | 0 | 11% | 1% | 18% | -1% | 10% | 5% |
| Cc1ccc(S(=O)(=O)N2C[C@H]3n4c(=O)ccc(=O)n4C[C@H](OC(=O)NCc4ccccc4F)[C@@]3(O)C2)cc1 | / | ? | -108* | ? | 1% | ? | -7% | -27% | / |
| C=CCNC(=O)CCCCCNS(=O)(=O)c1ccc(OC)cc1 | -6% | -8% | -2 | 5% | 7% | 4% | 0% | -7%[9.24 µM] | -4% |
| CC(Sc1nc2ccccc2n1C)C(=O)Nc1ccc(N2CCOCC2)cc1 (stereo not drawn) | 0% | -2% | 8 | -3% | -1% | -18%[11.3 µM] | -4% | -10% | 1% |

Compound activity: PubChem BioAssay, National Center for Advancing Translational Sciences (NCATS)
